S1P3 ag – agonists of human S1P3 receptor. S1P3 NFAT-BLA reporter cells, agonism, FRET ratio; relative to 1 µM S1P, basal subtracted. activation, % at 4.5 µM. 0.1% of 60,000 active;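 active = activation above the screen-wide mean plus 3 SD, cut at about 4.5% in these data, passing the limit was not always enough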; also: some compounds called inactive have numbers as strong as hits
Target sequence (Q99500 whole entry, looked up): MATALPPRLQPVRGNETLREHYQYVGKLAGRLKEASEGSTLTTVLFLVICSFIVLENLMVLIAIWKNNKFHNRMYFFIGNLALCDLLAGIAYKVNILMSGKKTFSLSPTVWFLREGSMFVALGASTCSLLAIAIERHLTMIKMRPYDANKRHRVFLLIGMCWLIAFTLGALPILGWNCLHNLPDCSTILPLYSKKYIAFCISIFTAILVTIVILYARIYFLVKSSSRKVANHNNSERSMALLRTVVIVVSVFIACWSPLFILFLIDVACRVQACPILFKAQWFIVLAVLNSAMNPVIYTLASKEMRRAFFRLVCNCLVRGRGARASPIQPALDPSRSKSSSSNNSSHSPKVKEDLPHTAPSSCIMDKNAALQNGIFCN
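Assay system: CHO cells stably expressing human S1P3, Gα16 and NFAT-β-lactamase reporter. Timing: overnight plating, 4 h compound 37 °C, 2 h substrate RT. Signal: β-lactamase FRET emission ratio 460/535 nm. Measure: percent activation versus median 1 µM S1P response, basal-subtracted, per plate. Repeats: primary screen single test, confirmation screen in triplicate.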
Autofluor 339 – intrinsic fluorescence of library compounds, ex339/em460 – biochemical, MLSMR library, data from DPM-DC assay, artefact control, profiling panel | 5.5% of 65,000 active | compound autofluorescence, ex339/em460 nm, NADH buffer; active compounds read high; 1 = no-compound wells, NADH background | fluorescence fold increase at 10 µM;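 active = at 10 µM, mean starting fluorescence two-fold or more over control wells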;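 also: signal is the first read of a kinetic run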
5-HT1A blocker – blocks the human serotonin 5-HT1a receptor; P08908; CHO 5-HT1a Ga15 NFAT-bla reporter, antagonist mode; inhibition, % at 10 µM; 0.68% of 62,000 active; AID 612;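 active = inhibition above the mean of all tested compounds plus 3 SD, cut at about 43% in these data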;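 also: receptor stimulated by 5-CT agonist at 100 nM near EC80; beta-lactamase reporter measured by ratiometric fluorescence of a cleavable substrate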
HER2 expr 66K – Her2 kinase expression inhibition | SKBR-3 HER2 protein level, AlphaScreen, 18-24 h; active compounds read low | HER2 level % of control, % at 10 µM | P04626 | 0.69% of 65,000 active;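 active = HER2 level under 5% of the carrier-only control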;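 also: 100% = DMSO carrier and 0% = 500 nM PU-H71 HSP90 inhibitor; lower value means stronger loss of Her2 protein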
5HT1E antag – 5-HT1E (human) receptor antagonism; inhibition, % at 6 µM; CHO 5-HT1E Ga15 NFAT-bla reporter, FRET, antagonist; AID 571; 0.99% of 65,000 active; P28566;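 active = inhibition above a set limit, the mean inhibition across every tested compound plus 3 SD, cut at about 29% in these data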;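 also: signal is the 460 over 535 nm emission ratio of beta-lactamase substrate; 0% = agonist plus DMSO wells and 100% = wells without agonist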
Target sequence (P28566 whole entry, looked up): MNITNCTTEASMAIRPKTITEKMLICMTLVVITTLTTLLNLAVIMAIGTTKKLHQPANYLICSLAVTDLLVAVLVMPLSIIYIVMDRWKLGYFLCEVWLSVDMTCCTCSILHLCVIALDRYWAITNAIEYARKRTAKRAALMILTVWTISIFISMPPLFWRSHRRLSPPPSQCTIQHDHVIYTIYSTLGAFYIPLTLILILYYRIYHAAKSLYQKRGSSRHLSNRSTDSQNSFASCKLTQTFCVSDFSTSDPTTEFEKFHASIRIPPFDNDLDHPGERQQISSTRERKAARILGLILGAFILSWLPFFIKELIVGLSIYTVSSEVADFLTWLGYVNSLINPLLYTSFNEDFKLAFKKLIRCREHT
Abs 340nm – compound absorbs light at 340 nm; compound absorbance at 340 nm, fold over control; fold change at 10 µM; 65,000 tested, under 10 active; AID 708;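 active = at 10 µM dose, initial 340 nm absorbance at least 2 fold that of control wells; inactive = change under 2 fold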;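 also: initial absorbance extrapolated from kinetic A340 decline of NADH oxidation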
MMP13 inh – MMP13 (human) collagenase inhibition; inhibition, % at 4 µM; P45452; MMP-13 fTHP FRET cleavage, Mca fluorescence; 0.07% of 65,000 active;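 active = inhibition above the mean of compound-free control plate wells plus 3 SD, cut at about 14% in these data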;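 also: 0% = DMSO wells and 100% = wells with reference MMP-13 inhibitor after basal subtraction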
5HT1E ag – activates the human 5-HT1E serotonin receptor; P28566; CHO 5-HT1E Ga15 NFAT-bla reporter, FRET; 0% DMSO wells, 100% control agonist wells; activation, % at 6 µM; 0.69% of 65,000 active; AID 574;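 active = activation above a set limit, the screen-wide mean activation plus 3 SD, cut at about 8.5% in these data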;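 also: 100% = positive control agonist at 1 µM giving full maximal response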
S1P1 ag-PAM – activates or potentiates agonism at human S1P1 receptor; P21453; S1P1 CRE-bla cells, forskolin, beta-lactamase FRET, potentiator mode; S1P1 agonist co-added at EC20, 2 nM; 100% = saturating reference agonist, 0% = basal; activation, % at 9.5 µM; 0.57% of 56,000 active; AID 449;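 active = activation above a cutoff set at the mean activation of all tested compounds plus 3 SD, cut at about 54% in these data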;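 also: forskolin at 4 µM as EC80 and the EC20 agonist is SEW2871; 100% = SEW2871 at its EC100 plus forskolin at EC80; some compounds past the cut are filed as inactive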
The depositor's hits bear a star; i = inactive; . = not tested or not shown; [ ] = remark or other dose.

#1 CN(C)c1ccc(NC(=O)c2ccc(COc3cccc(Cl)c3)o2)cc1
#2 CCN1CCN(S(=O)(=O)c2cc(C)c(OC)cc2C)CC1
#3 O=S(=O)(c1ccc(SCCO)nc1)N1CCCC1
#4 N#Cc1nc(Cc2ccccc2)oc1N1CCC(Cc2ccccc2)CC1
#5 CC(NC(=O)c1ccc2c(c1)OCCO2)C(=O)O (configuration not stated)
#6 Cn1c(=O)[nH]c(=O)c2c1nc(N1CCN(c3ccccc3)CC1)n2CCSc1ncccn1
#7 CC(=O)N1CCN=C1SCc1ccc(C)cc1
#8 CC(=O)Nc1ccc(OCC(O)CN2CCN(c3cccc(Cl)c3)CC2)cc1 (configuration not stated)

Compound	1	2	3	4	5	6	7	8
S1P3 ag	.	-0.1	.	-1.3	0.3	-0.9	-0.9	0.1
Autofluor 339	1	1.1	1.1	1.1	1	1.1	1.1	1
5-HT1A blocker	-10	0	-18	27	2	-5	9	18
HER2 expr 66K	44	77	83	103	85	91	116	92
5HT1E antag	-7	5	-1	3	13	4	8	5
Abs 340nm	1.1	1	1.1	1	1	1.1	1.1	0.98
MMP13 inh	2	-4	8	2	2	0	11	-3
5HT1E ag	-0.4	-0.1	0.3	-1.4	-0.4	-0.4	-0.1	-0.7
S1P1 ag-PAM	.	-41	.	.	4	-6	-8	3

#9 c1ccc2[nH]c(SCCN3CCOCC3)nc2c1
#10 CC(NC(=O)OC(C)(C)C)C(=O)Oc1ccc2ccc(=O)oc2c1 (configuration not stated)
#11 O=C(COC(=O)c1cnccn1)Nc1ccc(Cl)cc1
#12 COc1ccc(S(=O)(=O)Cc2ccc(C(=O)N3CCN(c4cccc(C)c4C)CC3)o2)cc1
#13 CC(=O)c1ccc(NC(=O)C2CCC(C)(C(=O)O)C2(C)C)cc1 (configuration not stated)
#14 Cc1nc(-c2ccccc2)cc(N2CCCC2)n1
#15 COc1cc(OC)c(NC2=NCCCCC2)cc1Cl
#16 O=C(NCc1ccccc1)C1CCN(C(=O)NCc2ccccc2)CC1

Compound	9	10	11	12	13	14	15	16
S1P3 ag	-1.9	-3.0	0.2	-0.7	-0.1	51	0.3	.
Autofluor 339	1.1	2.3*	1.1	1.1	1.1	1.1	1.1	1
5-HT1A blocker	6	.	-9	16	-5	-2	13	-12
HER2 expr 66K	97	69	112	64	91	92	108	213
5HT1E antag	-14	14	-1	13	-7	4	9	0
Abs 340nm	1.1	1	0.98	0.97	1	1	1	1
MMP13 inh	3	i	-3	5	2	1	3	4
5HT1E ag	-0.7	1.1	-0.3	6.0	0.2	-1.4	0.6	-0.8
S1P1 ag-PAM	-18	-15	1	59	-36	3	22	.

4 records picked at random from those above, as already listed:
#16 O=C(NCc1ccccc1)C1CCN(C(=O)NCc2ccccc2)CC1
#13 CC(=O)c1ccc(NC(=O)C2CCC(C)(C(=O)O)C2(C)C)cc1 (configuration not stated)
#12 COc1ccc(S(=O)(=O)Cc2ccc(C(=O)N3CCN(c4cccc(C)c4C)CC3)o2)cc1
#15 COc1cc(OC)c(NC2=NCCCCC2)cc1Cl

Compound	16	13	12	15
S1P3 ag	.	-0.1	-0.7	0.3
Autofluor 339	1	1.1	1.1	1.1
5-HT1A blocker	-12	-5	16	13
HER2 expr 66K	213	91	64	108
5HT1E antag	0	-7	13	9
Abs 340nm	1	1	0.97	1
MMP13 inh	4	2	5	3
5HT1E ag	-0.8	0.2	6.0	0.6
S1P1 ag-PAM	.	-36	59	22

Carrying on:
#17 O=C(NCc1ccccc1Br)c1ccco1
#18 Nc1[nH]nc2nc(N3CCCC3)nc(-c3ccccc3)c12
#19 CCOc1ccc(OCC)c(NC(=O)CN2CCN(c3ccc(C)cc3C)CC2)c1
#20 COCCN(C(=O)CCCC(=O)Nc1ccccn1)C(C(=O)NC1CCCC1)c1ccc(C)cc1 (configuration not stated)
#21 CCCNS(=O)(=O)c1ccc(CCC(=O)Nc2ccc3c(c2)OCO3)cc1
#22 CCc1ccc(NC2=NC(C(=O)NC3CCCCC3)CC(=O)N2)cc1 (configuration not stated)
#23 Cn1c(=O)c(C(=O)Nc2ncccc2O)c(O)c2ccccc21
#24 COc1ccc(Cn2nnnc2C(c2ccccc2Cl)N2CCN(C3CCCC3)CC2)cc1 (configuration not stated)

Compound	17	18	19	20	21	22	23	24
S1P3 ag	1.0	.	.	-0.4	-0.4	-1.1	.	-0.2
Autofluor 339	1.1	0.98	1.1	1	1.1	1.1	1	1.1
5-HT1A blocker	-2	5	-1	0	6	-2	2	14
HER2 expr 66K	110	.	104	73	92	90	74	113
5HT1E antag	-2	4	-6	0	-8	1	-3	-10
Abs 340nm	0.95	1	1.1	1	1	1	1.2	0.97
MMP13 inh	2	-1	2	2	0	3	5	-2
5HT1E ag	-1.1	-0.1	2.7	-0.5	1.0	-1.2	-0.4	-0.4
S1P1 ag-PAM	0	.	.	-7	3	-11	.	-14

#25 CSc1nc(=O)n(-c2ccccc2)c(C)c1C(C)=O
#26 O=C(Nc1ccc(N2CCOCC2)c(Cl)c1)c1cccc(F)c1
#27 CC1Cc2ccccc2N1S(=O)(=O)c1cccc2nsnc12 (configuration not stated)
#28 Cc1ccc(S(=O)(=O)NCCCOC(=O)Nc2ccncc2)cc1
#29 COc1cc(NC(=O)c2ccco2)c(OC)cc1NC(=O)Nc1ccc(Cl)cc1
#30 CCOC(=O)c1c(NC(=O)c2cccs2)sc(C)c1CC
#31 CC(O)CN(Cc1cccc(Cl)c1)CC(C)O (configuration not stated)
#32 Clc1nnc2ccc(-c3ccccc3)nn12

Compound	25	26	27	28	29	30	31	32
S1P3 ag	-0.8	-1.0	-0.9	-0.8	-1.7	-2.1	-0.5	0.4
Autofluor 339	1.1	1.1	1.1	1.1	1.9	2.2*	1.1	1.3
5-HT1A blocker	-5	2	13	1	12	-6	-8	-19
HER2 expr 66K	107	63	97	122	40	84	127	90
5HT1E antag	14	5	13	0	14	-1	-8	-3
Abs 340nm	1	1	1.1	1.1	1.1	1.1	1	1
MMP13 inh	-8	3	2	-2	1	-15	5	-34
5HT1E ag	0.5	0.3	-1.7	0.3	-0.9	0.6	-0.7	0.6
S1P1 ag-PAM	5	88*	-8	-9	-7	-64	.	-44

#33 CCCCN(C)Cc1c(O)ccc2c(-c3ccccc3)cc(=O)oc12
#34 O=S(=O)(c1ccc(F)cc1)N1CCN(Cc2ccccc2C(F)(F)F)CC1
#35 CN(C)CCOc1nc(-c2ccccc2)nc2c1oc1ccccc12
#36 O=C1CN(C(=O)COC(=O)C23CC4CC(CC(O)(C4)C2)C3)c2ccccc2N1
#37 S=c1[nH]c2ncccc2o1
#38 CCOc1ccc(C(=O)Nc2ccc(NC(=O)c3ccco3)c(Cl)c2)cc1Br
#39 CCCCNC(=O)c1nnn(-c2ccccc2)c1N
#40 CC1CN(C(=O)c2cn3ccccc3n2)CC(C)O1 (configuration not stated)

Compound	33	34	35	36	37	38	39	40
S1P3 ag	-1.1	-1.1	0.0	-0.3	-0.2	-0.7	0.1	0.0
Autofluor 339	1.9	1.1	1.1	1	1.1	3*	1	1
5-HT1A blocker	5	3	-23	-8	-2	-20	13	-7
HER2 expr 66K	101	100	37	97	94	74	100	78
5HT1E antag	3	26	-11	-2	-7	-25	7	2
Abs 340nm	1	1.1	1	0.99	1	1.1	0.98	1
MMP13 inh	-4	6	4	-3	2	-25	3	1
5HT1E ag	0.3	-0.5	0.6	-0.1	0.6	2.9	-0.9	-0.2
S1P1 ag-PAM	6	6	-12	7	2	17	7	-6

#41 NCCN1CCN(CCN)CC1
#42 CCc1nc(N2CCCC2)c(C#N)c2c1CCCC2
#43 Cc1[nH]n(C(C)(C)C)c(=O)c1Sc1ccc(Cl)cc1
#44 Cn1c(=O)c2c([nH]c(=O)n2C)n(C)c1=O
#45 CC(=O)Nc1nc2ccc(-c3nc4ccccc4o3)cc2s1
#46 CCC(=O)n1nc(NCc2ccc(OC)c(OC)c2)nc1NCc1ccc(OC)c(OC)c1
#47 Cc1nc2oc(C(=O)c3ccccc3)c(N)c2c2c1COC(C)(C)C2
#48 Cc1ccc2nc(Nc3ccc4[nH]c(=O)[nH]c4c3)c(-n3nc(C)cc3C)nc2c1

Compound	41	42	43	44	45	46	47	48
S1P3 ag	-0.4	-3.8	-0.9	0.4	-2.0	-0.8	-0.2	-0.5
Autofluor 339	1	1.6	1.1	1	2.2*	1.1	1.2	1.2
5-HT1A blocker	7	.	6	-4	27	8	2	17
HER2 expr 66K	92	111	90	85	74	.	98	30
5HT1E antag	-3	9	-5	-13	2	18	4	19
Abs 340nm	0.98	0.93	1	0.99	1.1	1	1.2	1.1
MMP13 inh	-3	-31	5	-1	-182[fluorescence artefact?]	-2	3	6
5HT1E ag	-0.3	-0.6	-2.0	0.2	-0.1	0.2	-1.0	1.9
S1P1 ag-PAM	-8	12	19	-27	0	-20	-8	.

#49 CCOC(=O)C(C)Oc1cccc2c(=O)n(CC(=O)N3CCc4ccccc43)ccc12 (configuration not stated)
#50 COc1ccc(S(=O)(=O)N2CCN(CCO)CC2)cc1-c1nnc2c3ccccc3c(C)nn12
#51 CCN(CC)S(=O)(=O)c1ccc(F)c(C(=O)NCCCN2CCOCC2)c1
#52 O=C(Cn1nnc(-c2ccccc2F)n1)Nc1ccc(S(=O)(=O)NC2CCCC2)cc1
#53 CCC(=O)Nc1cccc(NC(=O)c2cc3ccccc3o2)c1
#54 O=C(Nc1nc(-c2cccs2)cs1)c1ccc(S(=O)(=O)N2CCCC2)cc1
#55 CCCCSc1nc2c(cnn2-c2ccc(Cl)cc2)c(=O)[nH]1
#56 Cc1cc(C)cc(N2C(=O)N(c3ccccc3C)C3CS(=O)(=O)CC32)c1 (configuration not stated)
#57 Cn1c2ccccc2c2ncn(CCCN3CCOCC3)c(=O)c21
#58 CCOC(=O)C(CCOc1cccc(CC)c1)C(=O)OCC
#59 CS(=O)(=O)N1CCN(C(=O)c2cccnc2)CC1

Compound	49	50	51	52	53	54	55	56	57	58	59
S1P3 ag	-1.6	-0.8	0.4	-0.2	-1.5	-0.9	-0.4	-0.8	-2.1	-0.6	-0.6
Autofluor 339	1.3	1.1	1.1	1	1.1	1.2	1.1	1.1	2.4*	1.1	1
5-HT1A blocker	6	1	2	1	9	-3	7	-2	13	10	-3
HER2 expr 66K	110	103	102	78	90	36	87	128	226	89	102
5HT1E antag	-1	-5	-3	7	2	-19	-9	13	1	22	9
Abs 340nm	1	1	1	0.97	1	1	1	1	1	1	1
MMP13 inh	1	-1	2	2	4	9	0	0	-26	4	4
5HT1E ag	-0.3	0.8	-0.3	0.2	-1.2	1.4	0.2	-0.9	4.8	-0.4	-0.6
S1P1 ag-PAM	15	-12	-16	7	-11	16	-4	.	-3	-12	3

The order is random; any-hit rate near 8.5%.
